Screening data from PubChem.
A3G deaminase = inhibitors of human APOBEC3G DNA deaminase | inhibition, % at 20 µM | 330,000 compounds, 0.28% hits | AID 493012 | recombinant A3G, ssDNA deamination FAM/TAMRA fluorescence;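 active means inhibition of at least 40% at 20 µM, with no more than 30% in the related APOBEC3A deaminase screen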;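 further: plate controls were DMSO wells with A3G for no effect and wells lacking A3G enzyme for full effect; some compounds called inactive have numbers as strong as hits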
Target sequence (Q9HC16 whole entry, looked up): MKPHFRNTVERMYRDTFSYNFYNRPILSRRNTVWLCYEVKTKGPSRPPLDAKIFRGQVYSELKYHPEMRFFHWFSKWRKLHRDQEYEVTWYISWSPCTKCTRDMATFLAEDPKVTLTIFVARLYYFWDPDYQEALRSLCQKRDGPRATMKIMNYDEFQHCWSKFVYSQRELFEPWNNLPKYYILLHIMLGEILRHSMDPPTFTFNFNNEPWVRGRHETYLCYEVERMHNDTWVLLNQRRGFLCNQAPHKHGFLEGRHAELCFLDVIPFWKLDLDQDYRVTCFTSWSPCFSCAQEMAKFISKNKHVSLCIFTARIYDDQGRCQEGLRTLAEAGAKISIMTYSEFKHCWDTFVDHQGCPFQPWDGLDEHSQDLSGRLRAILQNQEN
beta cell repl = inducers of beta-cell replication in MIN6 cells; proliferation, % at 10 µM; AID 2380; 330,000 compounds, 0.29% hits; MIN6 cells proliferation, ATPlite luminescence, 48 h; cells starved in 0.2% serum; 100% = growth in 10% serum;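 active means compounds whose signal lies at least 3.5 SD above the mean of all wells on their plate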;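 further: 0% = DMSO-treated cells in low-serum medium and 100% = 10% serum control; some compounds called inactive have numbers as strong as hits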
mIAP act = increases mouse intestinal alkaline phosphatase activity; activation factor at 10 µM; AID 2805; 330,000 compounds, 0.24% hits; muIAP, CDP-Star luminescence, 30 min; stronger effect = higher value; 1 = vehicle-only enzyme signal, 0 = enzyme-free wells;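 active means activation factor of at least 2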; further: the source names both 10 and 20 µM as test concentration; values of inactives mirror those of a sister screen read the other way
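System: mouse IAP enzyme. Reagent: CDP-Star chemiluminescent phosphatase substrate. Benchmarks: DMSO wells, no-enzyme wells. Times: 30 min enzyme-substrate-compound incubation at room temperature. Detection: luminescence from enzymatic CDP-Star hydrolysis. Doses: test compounds delivered from DMSO solution.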
TIM10 inh = inhibits growth of TIM10 yeast strain; S. cerevisiae TIM10 strain growth, BacTiter-Glo luminescence, 24 h; inhibition, % at 10 µM; 330,000 compounds, 1.4% hits; AID 463195;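 active means inhibition of 40% or more at the single tested concentration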;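 further: wild-type TIM10 isogenic control strain grown at permissive 25 °C; 0% = DMSO yeast wells and 100% = minimal medium wells without yeast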
A3A deaminase = inhibitors of human APOBEC3A DNA deaminase; recombinant A3A, FAM/TAMRA ssDNA deamination fluorescence; inhibition, % at 20 µM; 330,000 compounds, 0.41% hits; AID 493011;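 active means at least 40% inhibition at 20 µM here, with at most 30% in a related deaminase screen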;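 further: plate controls were A3A with DMSO for no effect and wells lacking A3A enzyme for full effect; some results filed as inactive read as strong as hits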
Target sequence (P31941 whole entry, looked up): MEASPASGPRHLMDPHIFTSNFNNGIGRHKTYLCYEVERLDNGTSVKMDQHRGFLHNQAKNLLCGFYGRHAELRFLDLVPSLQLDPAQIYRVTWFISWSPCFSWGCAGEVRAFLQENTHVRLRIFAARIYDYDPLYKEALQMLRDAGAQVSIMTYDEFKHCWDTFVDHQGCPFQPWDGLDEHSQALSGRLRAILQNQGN
mIAP inh = blocks mouse intestinal alkaline phosphatase; 330,000 compounds, 0.2% hits; inhibition, % at 10 µM; purified mouse IAP, CDP-Star luminescence, 30 min;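 active means inhibition of at least 40% at 10 µM in the primary screen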;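 further: plate controls were DMSO with enzyme for no effect and no enzyme wells for full effect; values of inactives mirror those of a sister screen read the other way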
hIAP block = human IAP inhibition; AID 2544; 330,000 compounds, 0.12% hits; inhibition, % at 10 µM; P09923; purified IAP, CDP-Star luminescence, 30 min;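 active means inhibition reaching a set limit with compound at 10 µM in the primary screen, cut at about 35% in these data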;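 further: plate controls were DMSO wells with enzyme for no effect and no-enzyme buffer wells for full effect; values of inactives mirror those of a sister screen read the other way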
Target sequence (P09923 whole entry, looked up): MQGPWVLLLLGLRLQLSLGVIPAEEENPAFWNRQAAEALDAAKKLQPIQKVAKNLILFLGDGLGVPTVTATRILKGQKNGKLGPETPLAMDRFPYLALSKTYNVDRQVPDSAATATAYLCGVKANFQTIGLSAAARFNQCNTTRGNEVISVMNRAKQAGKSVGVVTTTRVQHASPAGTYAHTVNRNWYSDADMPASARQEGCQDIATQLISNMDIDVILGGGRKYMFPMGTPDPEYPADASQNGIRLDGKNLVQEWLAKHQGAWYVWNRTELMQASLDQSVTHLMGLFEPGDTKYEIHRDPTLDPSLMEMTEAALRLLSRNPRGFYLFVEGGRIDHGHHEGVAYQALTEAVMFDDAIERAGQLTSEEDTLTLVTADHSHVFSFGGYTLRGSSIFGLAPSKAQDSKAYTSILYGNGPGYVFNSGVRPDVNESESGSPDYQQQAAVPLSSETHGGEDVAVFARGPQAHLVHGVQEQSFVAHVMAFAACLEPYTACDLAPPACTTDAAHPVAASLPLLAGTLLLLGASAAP
tim10-1 inh = inhibits growth of tim10-1 mutant yeast | 330,000 compounds, 2.2% hits | inhibition, % at 20 µM | AID 463190 | S. cerevisiae tim10-1 ts strain growth, BacTiter-Glo, 24 h;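 active means inhibition of at least 40%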;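 further: mutant grown at 25 °C; 0% = DMSO wells with yeast and 100% = wells holding no yeast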
NALP3 yeast inh = NALP3 inhibition in yeast. Yeast reconstituted NLRP3/ASC/caspase-1, beta-gal luminescence, 24 h. inhibition, % at 10 µM. 330,000 compounds, 0.39% hits. AID 2825;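 active means inhibition of 50% or more; inactive means inhibition below 50%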;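 further: plate controls were induced DMSO wells for no effect and uninduced yeast grown without galactose for full effect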
* marks the source's active call; other numbers are inactive results.

SMILES	A3G deaminase	beta cell repl	mIAP act	TIM10 inh	A3A deaminase	mIAP inh	hIAP block	tim10-1 inh	NALP3 yeast inh
CC(=O)Nc1ccc(NC(=O)CC2CCCC2)cc1	1.0	0.0	1.03	0.9	24.3	-3.4	15.5	-3.2	10.6
CC1(NC(=S)NCCCCCCNC(=S)NC2(C)CCS(=O)(=O)C2)CCS(=O)(=O)C1 (stereo not drawn)	0.5	-0.6	1.12	16.9	4.6	-11.8	1.4	-3.2	10.1
CCCc1cc(=O)[nH]c(SCC(=O)NC(=O)NC2CCCC2)n1	-12.3	4.7	1.03	-0.3	-5.8	-3.1	16.5	-1.9	-2.0
O=C(CSc1nncn1-c1ccccn1)Nc1ccccc1Cl	-6.2	-1.5	0.998	13.9	-2.0	0.2	2.6	-5.9	-10.6
Cc1ccc(OCC(=O)Nc2ccc(-c3nc4ncccc4o3)cc2)c(C)c1	-11.4	-0.9	0.967	14.6	-5.4	3.3	-14.8	18.0	4.0
Cc1ccc(-c2cc3c(N=O)c4ccccc4c-3n[nH]2)cc1	-7.9	-5.5	0.876	44.2*	6.9	12.4	19.6	43.0*	4.6
Cc1cc(=O)c2cc(NC(=O)c3ccccc3Cl)ccc2[nH]1	-2.7	-2.0	1.03	-8.8	-2.1	-3.3	-25.7	-6.7	2.2
O=c1c2ccccc2n(Cc2ccccc2F)c(=O)n1Cc1ccccc1F	-4.6	-2.6	0.994	4.0	-0.5	0.6	19.5	18.9	4.2
CS(=O)(=O)N1CCN(c2ccc(C(=O)NC34CC5CC(CC(C5)C3)C4)cc2[N+](=O)[O-])CC1	-4.6	3.0	0.926	13.5	0.1	7.4	-6.8	7.6	12.8
CCOC(=O)c1c(C)c(C(=O)NCCOC)c(C)n1CC	-5.2	-1.5	0.89	0.3	1.1	11.0	12.1	15.8	-2.1
CCOCC(=O)N1CCCC(C(=O)OCC)C1 (stereo not drawn)	-9.4	-2.1	1.13	-14.6	-3.3	-12.8	12.9	6.2	18.2
COc1ccc(O[C@H]2C=C[C@@H](c3ccccc3)O[C@@H]2COC(=O)CC/C(C)=N/O[C@@H](C)c2cc(-c3c(C)cc(C)cc3C)no2)cc1	-13.6	-2.8	0.98	-7.4	-1.1	2.0	2.3	-18.5	-2.0
CN(C)c1ccc(/C=C2\Oc3ccc(C#Cc4cccc(N)c4)cc3C2=O)cc1	-30.6	-4.8	0.911	8.3	-20.7	8.9	14.7	9.4	0.3
COc1cc2nc(C(C)(C)C)oc(=O)c2cc1OC	0.2	-3.6	1.04	14.0	-0.5	-4.3	-1.8	9.1	18.5
Cc1ccc2cc(-c3noc(C(C)(C)C)n3)c(=O)[nH]c2c1	-8.3	-1.6	1.02	24.0	-2.0	-2.2	6.0	25.5	19.9
CCCC(=O)Nc1nc(-c2ccccc2)c(CC)s1	-5.8	-3.9	1.12	10.0	1.1	-12.2	3.6	18.8	49.4
CC1=C(C(=O)OC(C)(C)C)C(c2ccc(Br)cc2)NC(=O)N1CCCC(=O)O (stereo not drawn)	-7.9	3.5	1.01	-4.7	-1.2	-1.4	8.5	-1.8	11.9
COc1nc(Oc2ccc(=O)[nH]n2)nc(N2CCOCC2)n1	-5.5	-2.5	0.909	-6.6	-0.3	9.1	-5.8	2.9	-5.4
COc1ccc(-c2ccc3c(c2)S(=O)(=O)c2cccc(C(=O)NCCOc4ccccc4)c2C3=O)cc1OC	-6.6	-4.9	0.746	-3.6	-0.5	25.4	11.1	9.0	10.3
CN(C(=O)c1ccco1)c1nnc(-c2ccc(F)cc2)s1	-6.3	-2.1	0.991	1.5	-0.6	0.9	-11.2	-10.2	44.1
CC1CC(C)CN(CCOc2ccc(Cl)cc2Cl)C1 (stereo not drawn)	-7.5	-1.1	0.9	-16.8	-4.8	10.0	11.4	-32.9	31.2
Cc1ccc(S(=O)(=O)c2c(C)nn(C(C)(C)C)c2OC(=O)C2CCCC2)cc1	-2.2	-4.8	1.17	6.5	-2.0	-16.8	-18.8	27.1	6.5
COc1ccc(-n2nnnc2SCC#CCO)cc1	-3.1	-5.1	0.991	7.2	-2.0	0.9	5.5	19.4	-7.2
N#Cc1cccc(NC(=O)CCNS(=O)(=O)c2ccc3[nH]c(=O)oc3c2)c1	0.5	-2.7	0.251	3.7	-2.0	74.9*	16.7	16.1	3.7
Cc1ccccc1-n1c(=O)cc(N2CCN(Cc3ccccc3)CC2)[nH]c1=O	-10.3	0.8	1.15	-10.3	-5.6	-14.7	25.9	10.2	11.5

Only A3G deaminase, beta cell repl and NALP3 yeast inh, for 2 of the compounds above:
Compound,A3G deaminase,beta cell repl,NALP3 yeast inh
CN(C(=O)c1ccco1)c1nnc(-c2ccc(F)cc2)s1,-6.3,-2.1,44.1
CC1CC(C)CN(CCOc2ccc(Cl)cc2Cl)C1 (stereo not drawn),-7.5,-1.1,31.2

(further entries)
SMILES	A3G deaminase	beta cell repl	mIAP act	TIM10 inh	A3A deaminase	mIAP inh	hIAP block	tim10-1 inh	NALP3 yeast inh
CCC(=O)NC(=S)Nc1ccc(Cl)cn1	-7.8	1.2	0.965	20.6	-6.1	3.5	-14.9	27.2	18.8
CCc1ccc(NC(=S)NC(=O)c2c(-c3ccccc3Cl)noc2C)cc1	-6.1	-6.4	0.782	24.8	-2.9	21.8	-17.5	20.9	28.0
CCOC(=O)C1CCCN(c2c(NCC3CCCO3)c(=O)c2=O)C1 (stereo not drawn)	-6.0	2.7	0.932	-1.4	-2.4	6.8	23.9	3.9	6.5
COc1ccc(-c2nncnn2)cc1	-6.2	-3.6	1.03	88.8*	-2.8	-3.5	-1.5	84.1*	-3.4
O=C(Nc1ccccc1)N1CCCc2ccccc21	-5.1	-0.5	1.09	16.1	-5.4	-8.8	8.9	5.0	4.6
O=C(O)C1CCC(CNS(=O)(=O)c2ccc(Cl)cc2)CC1 (stereo not drawn)	-6.2	1.2	1.08	-11.4	-1.4	-8.2	1.9	3.7	0.3
Cc1c(Br)cnn1C(C)C(=O)N1CCN(c2ccc(F)cc2)CC1 (stereo not drawn)	-1.4	0.3	1.09	-1.3	-6.4	-8.9	-24.4	16.8	24.6
CSc1ccccc1NC(=O)CSCc1ccc(C)cc1	-5.6	-0.1	1.11	-18.9	-3.3	-11.1	8.9	9.3	42.4
COc1cccc(Nc2nc(N)c([N+](=O)[O-])c(NCc3ccco3)n2)c1	-4.4	-1.9	1.02	20.4	0.1	-1.8	-15.3	12.7	19.5
Cc1ccc(C(=O)N2CCCCCC2)cc1Br	-2.3	-0.7	0.999	-24.0	-2.5	0.1	8.6	12.7	30.3
O=C(NCc1ccco1)c1ccc(Cn2c(=O)c3ccccc3n(Cc3ccc(Cl)cc3)c2=O)cc1	-10.6	-2.4	0.965	7.8	-7.9	3.5	6.6	33.2	10.7
C=CCN(C(=O)c1csnn1)C(C(=O)NCc1ccccc1)c1cccs1 (stereo not drawn)	-9.3	2.1	0.935	18.6	-5.7	6.5	2.6	-7.7	-0.6
COc1cccc(C(=O)N/N=c2\oc3c(OC)cccc3cc2C(=O)NCc2ccccc2)c1	-2.7	0.0	0.871	4.9	-2.6	12.9	18.9	2.4	3.6
O=C(c1coc(=O)c(Br)c1)N1CCC(C(O)(c2ccccc2)c2ccccc2)CC1	-2.2	-6.2	0.897	18.3	1.2	10.3	14.1	11.9	3.1
COc1ccc(-c2nc(NC(=O)CCNC(=O)c3ccco3)sc2C)cc1	-6.5	-4.5	1.05	9.3	1.3	-5.4	-3.7	-5.9	-1.6
O=c1c2ccccc2c(/C=N/n2cnnc2)c(O)n1-c1ccccc1F	-6.5	-0.9	1.05	11.0	-3.2	-5.5	5.4	9.2	-0.5
O=C(O)COCC(=O)Nc1ccc(Oc2ncnc3cc(Cl)ccc23)nc1	-5.3	-1.3	1.05	12.8	-2.3	-4.9	7.2	6.8	-7.0
CN(C)S(=O)(=O)N1CCN(c2ccccc2)CC1	-1.8	-2.9	1.01	-7.9	-0.3	-0.6	-11.4	-10.6	2.4
Cc1ccc(C(C(=O)NC(C)(C)C)N(C(=O)c2csnn2)C2CC2)cc1 (stereo not drawn)	-2.5	-0.9	0.976	1.0	-2.4	2.4	9.4	15.2	2.0
Cc1ccc(N(CC(=O)Nc2cccc(N(C)S(C)(=O)=O)c2)S(C)(=O)=O)cc1	-8.6	-2.5	0.953	4.1	0.8	4.7	22.5	-1.1	4.8
CC(C)(C)OC(=O)NCCc1n[nH]c(=S)o1	-12.7	1.3	0.978	2.3	-3.7	2.2	16.3	-7.9	-9.3
Fc1ccc(C2=NN(c3ccccc3)C(c3ccco3)C2)cc1 (stereo not drawn)	0.0	-1.3	1.16	14.5	-0.6	-15.7	-10.2	20.7	17.7
Cc1cccc(C(=O)NC(NC(=S)Nc2ccc(S(N)(=O)=O)cc2)C(Cl)(Cl)Cl)c1 (stereo not drawn)	-4.5	0.0	1.07	0.9	1.4	-7.2	2.8	6.7	7.5
COC(=O)C1=C(C(=O)OC)[C@@H]2N(C)c3ccc(OC)cc3[C@@]23C[C@@H](C(=O)OC)N(S(=O)(=O)c2ccc([N+](=O)[O-])cc2)C3=N1	-3.1	-0.9	0.922	-9.0	-2.5	7.8	5.4	-17.9	12.1
CCn1c(NCc2cc(OC)c(OC)c(OC)c2)nc2ccccc21	5.7	-0.1	1.07	4.3	-4.6	-7.4	-11.0	-24.3	12.6
Additional results follow:
SMILES	A3G deaminase	beta cell repl	mIAP act	TIM10 inh	A3A deaminase	mIAP inh	hIAP block	tim10-1 inh	NALP3 yeast inh
Cc1ccc(-c2nnc(N3CCN(C(=O)COc4ccccc4)CC3)c3ccccc23)cc1	-2.7	-5.7	0.911	7.1	0.8	8.9	-3.3	15.0	10.6
COc1ccc2c(c1)nc(N)n2Cc1ccccc1	-1.5	2.2	1	9.6	-0.9	0.0	-10.7	24.2	3.1
CC(=O)Nc1ccc(S(=O)(=O)Nn2cnnc2)cc1	-2.4	-2.9	0.957	13.6	3.4	4.3	-5.9	18.6	15.3
CCS(=O)(=O)N1CCN(C(=O)c2cccnc2)CC1	-2.8	-2.8	0.938	1.8	-2.8	6.2	-0.8	9.9	3.8
CN(CC(=O)Nc1cccc(F)c1)C(=O)c1ccc(COc2ccccc2)o1	-7.9	-0.2	1.03	-0.8	0.1	-2.7	-4.1	5.5	18.4
CCCC(C(=O)c1ccccc1)n1cncn1 (stereo not drawn)	-4.0	-1.0	0.926	-5.2	-3.4	7.4	-6.2	6.2	16.1
Cc1ccc(SC2=C(Sc3ccc(C)cc3)C(=O)c3ccccc3C2=O)cc1	-3.7	-6.7	0.888	24.1	2.9	11.2	22.1	42.8*	32.9
O=C(CN(c1ccccc1)S(=O)(=O)c1ccccc1[N+](=O)[O-])NN=C1CCCCCCC1	-4.2	0.2	0.852	7.6	-2.8	14.8	15.6	-1.2	7.9
Cn1c(SCc2ccc(C#N)cc2Cl)nc2ccccc21	-9.7	-1.0	0.96	18.0	-4.8	4.0	-12.9	29.7	31.6
CCCN1C(=O)c2ccc(C(=O)Nc3ccc4c(c3)OCO4)cc2C1=O	-1.6	-2.4	0.958	-7.5	5.4	4.2	14.6	-0.4	20.5
C#C[C@]1(OC(C)=O)CCC2C3CCC4=CC(=O)CC[C@@H]4C3CC[C@@]21C (stereo partly drawn)	-1.3	-0.8	1.06	-9.0	0.3	-6.0	-2.5	10.1	-2.5
Cn1c(N)c(C#N)c2c(c1=S)COC(C)(C)C2	-2.4	-3.3	0.98	-1.5	-13.6	2.0	3.7	4.0	5.0
O=C(COc1ccc(/C=N/NC(=O)c2ccccc2O)cc1)Nc1ccccc1	-9.1	-2.2	0.89	-3.2	-2.5	11.0	1.6	-21.3	6.7
